Source: PubChem (several laboratories)
STK33 kinase inh = inhibitors of purified STK33 kinase, primary screen, biochemical, ADP-Glo luminescence, homogeneous, cell-free; Serine/threonine-protein kinase 33 (Homo sapiens), Q9BYT3; MBP phosphorylation; inhibition, % at 10 µM; 320,000 tested, 0.073% active; AID 2661, 2010;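 active means inhibition at or above 25%, using the most active replicate where run in duplicate; inactive means inhibition below 25%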
Target sequence (Q9BYT3 whole entry, looked up): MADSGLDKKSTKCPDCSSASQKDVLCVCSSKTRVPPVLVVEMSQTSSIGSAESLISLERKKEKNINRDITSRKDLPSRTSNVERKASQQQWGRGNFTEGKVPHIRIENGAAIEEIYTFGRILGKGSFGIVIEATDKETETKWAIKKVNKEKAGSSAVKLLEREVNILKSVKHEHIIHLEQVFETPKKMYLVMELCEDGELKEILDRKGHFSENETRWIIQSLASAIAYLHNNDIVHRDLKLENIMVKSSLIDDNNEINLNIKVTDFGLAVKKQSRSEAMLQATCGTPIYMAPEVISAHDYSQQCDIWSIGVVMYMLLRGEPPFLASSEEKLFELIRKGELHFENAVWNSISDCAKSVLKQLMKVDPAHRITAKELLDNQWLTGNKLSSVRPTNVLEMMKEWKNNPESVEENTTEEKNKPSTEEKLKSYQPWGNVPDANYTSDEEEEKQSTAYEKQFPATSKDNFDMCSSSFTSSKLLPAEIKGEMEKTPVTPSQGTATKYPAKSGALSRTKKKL
Kir21 block = inhibitors of mouse Kir2.1 inward-rectifier potassium channel; Inward rectifier potassium channel 2 (Mus musculus), P35561; HEK293-Kir2.1, FluxOR thallium flux fluorescence; stronger effect = lower value; B-score at 10 µM; 310,000 tested, 0.85% active; AID 1672, 2009;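 active means fluorescence ratio B-score at or below minus 3 SD of library scores, with starting-brightness B-score within 2 SD, cut at about -4.2 in these data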;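 further: channel flux triggered by added potassium and thallium sulfate stimulus; B-score of peak minus minimum fluorescence over baseline after thallium stimulus; more negative B-score means stronger Kir2.1 block with less thallium influx; some compounds called inactive have numbers as strong as hits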
Target sequence (P35561 whole entry, looked up): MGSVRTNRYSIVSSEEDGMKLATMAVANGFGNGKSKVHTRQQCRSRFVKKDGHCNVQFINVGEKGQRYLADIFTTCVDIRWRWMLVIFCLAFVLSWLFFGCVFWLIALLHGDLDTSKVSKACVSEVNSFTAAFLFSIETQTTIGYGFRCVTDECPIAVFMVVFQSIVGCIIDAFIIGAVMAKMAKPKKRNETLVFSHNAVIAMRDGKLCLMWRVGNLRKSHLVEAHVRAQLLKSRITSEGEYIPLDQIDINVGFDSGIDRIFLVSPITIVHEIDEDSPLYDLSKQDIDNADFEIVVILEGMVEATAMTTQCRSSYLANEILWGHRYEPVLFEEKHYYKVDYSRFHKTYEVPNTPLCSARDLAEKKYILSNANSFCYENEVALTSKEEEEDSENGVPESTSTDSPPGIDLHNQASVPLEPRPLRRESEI
* = called active by the depositor; . = not tested or not shown. Random draw from the library; 0.84% or so of the library scored in one or more.

The first six records (preview)
STK33 kinase inh,Kir21 block,structure
0.0,-0.33,CCOC(=O)NC(=O)C(=CNc1ccccc1C)C(=O)NC(=O)OCC
3.8,1.7,CN=C1C=C/C(=N/N=c2\ccn(O)cc2C)C=C1C
-0.4,.,O=C(Cn1c(=O)cnc2ccccc21)NNC(=O)c1ccc(Cl)cc1
-0.6,.,O=C(OCC(=O)N1CCCCCC1)c1ccc(Br)c(S(=O)(=O)N2CCOCC2)c1
-0.5,1.2,COc1ccc(OCC(=O)N2CCc3ccccc3C2)cc1
1.4,1.5,COCC(C)NC(=O)c1cc(-c2ccc(O)cc2)on1 (stereo not given)

The listing, from the first entry:
STK33 kinase inh,Kir21 block,structure
0.0,-0.33,CCOC(=O)NC(=O)C(=CNc1ccccc1C)C(=O)NC(=O)OCC
3.8,1.7,CN=C1C=C/C(=N/N=c2\ccn(O)cc2C)C=C1C
-0.4,.,O=C(Cn1c(=O)cnc2ccccc21)NNC(=O)c1ccc(Cl)cc1
-0.6,.,O=C(OCC(=O)N1CCCCCC1)c1ccc(Br)c(S(=O)(=O)N2CCOCC2)c1
-0.5,1.2,COc1ccc(OCC(=O)N2CCc3ccccc3C2)cc1
1.4,1.5,COCC(C)NC(=O)c1cc(-c2ccc(O)cc2)on1 (stereo not given)
0.2,-0.06,Nc1nc(N2CCCCC2)nc(N2CCCCC2)n1
-1.2,0.97,Cc1[nH]c(=O)[nH]c(=O)c1/C=C/C(=O)O

Continuation.
STK33 kinase inh,Kir21 block,structure
-0.2,-1.4,COc1ccc(CN2CCC(C(N)=O)CC2)cc1OCc1ccccc1
-2.5,1.7,Cc1ccc(Cn2c(SCC(=O)N/N=C/c3ccc(C)o3)nc3ccccc32)cc1
-4.2,-0.11,COC(=O)CNC(=O)CSc1nnc(C)c(=O)[nH]1
-1.9,0.33,COC(=O)C1=CNC=C(C(=O)OC)C1c1cccc(OC)c1
0.5,2.5,Cc1cc(Cl)ccc1OCC(=O)NNC(=O)c1cccs1
-0.1,-0.44,CCCCCn1nc(C(=O)OCC(=O)c2c(N)n(C)c(=O)n(C)c2=O)c2ccccc2c1=O
1.6,-1.4,O=C(c1sccc1-c1ccccc1)N1CCN(S(=O)(=O)c2ccccc2F)CC1
-0.2,0.57,O=c1oc2ccccc2n1CCc1ccccc1

(more compounds)
STK33 kinase inh,Kir21 block,structure
-0.2,1,COc1cccc(N=NC2C(=O)N(C(N)=S)N=C2C)c1 (stereo not given)
-1.3,.,O=C(C[C@@H]1C/C=C\CC[C@H](Cc2ccc(F)cc2)C(=O)OC[C@@H]2CCCN2C1=O)NCCO
-0.9,-0.07,O=C(/C(=C(\[O-])c1ccccc1)[n+]1ccc2ccccc2c1)c1ccccc1
0.3,-0.04,O=C(CCC(=O)Nc1ccccc1Cl)N/N=C/c1c[nH]c2ccccc12
-0.7,-1,CCO[C@H]1OC(C(=O)N2CCOCC2)=C[C@@H](c2ccc(C(F)(F)F)cc2)[C@@H]1CCCO
-0.6,-0.35,COc1ccc(-n2ccc(-c3nn(-c4cccc(C(F)(F)F)c4)ccc3=O)n2)cc1
-1.3,-0.26,COc1ccc(NC(=O)CSc2nc(O)cc(=O)n2-c2ccc(OC)cc2)cc1
0.8,-1.8,O=C(Nc1ccc(Cl)cc1)OCc1cc(-c2ccccc2)on1

Later entries.
STK33 kinase inh,Kir21 block,structure
-0.6,0.26,COc1ccc(Br)cc1/C=N/N1CCN(Cc2ccccc2Cl)CC1
0.0,-0.68,Cc1nnc(SC(C)C(=O)Nc2c(C)n(C)n(-c3ccccc3)c2=O)n1N (stereo not given)
1.7,0.06,COc1ccc(OC)c2[nH]c(C(=O)N3CCC(C(=O)O)CC3)cc12
-2.1,-0.4,O=C(O)CCn1c(=O)n(CCC(=O)O)c(=O)n(CCC(=O)O)c1=O
0.1,0.87,c1ccc(SCCCCNC2CCCC2)cc1
-1.1,2.5,CN1CCN(c2nc3c(c(=O)n(C)c(=O)n3C)n2Cc2ccc(Cl)cc2)CC1
0.1,.,CCN(C(=O)COC(=O)/C=C/c1ccco1)C1CCCCC1
1.9,0.67,COc1ccc(/C=N/NC(=O)CN2CCSCC2)c(OC)c1

Following part.
STK33 kinase inh,Kir21 block,structure
-0.7,-0.88,CC(C)C(=O)NC(NC(=S)NC1CCS(=O)(=O)C1)C(Cl)(Cl)Cl (stereo not given)
-2.2,-3,O=C(/C=C/c1cccnc1)c1ccccc1O
3.5,-0.46,COc1ccc(CNC(=O)C2CCN(S(=O)(=O)c3cccnc3)CC2)cc1
-0.6,-0.44,CN(C)CCNC(=O)c1sc2cccc(F)c2c1Cl
-4.0,.,O=C(CN1C(=O)/C(=C2/SC(=S)N(CCS(=O)(=O)O)C2=O)c2ccccc21)Nc1cccc(C(F)(F)F)c1
-1.1,-0.28,Cc1cc(C)nc(SC2CC(=O)N(c3ccc(C)c(C)c3)C2=O)n1 (stereo not given)
-0.6,1.3,CCCCNC(=O)N1CCN(C(=O)C2CCCO2)CC1 (stereo not given)
-1.1,-0.59,CCOC(=O)c1c(NC(=O)/C=C/C(=O)O)sc(C)c1-c1ccc(Cl)cc1

Later entries
STK33 kinase inh,Kir21 block,structure
-1.1,-0.17,CC1(C)C(=O)Nc2ccccc2N1C(=O)COC(=O)C12CC3CC(CC(O)(C3)C1)C2
-2.6,-0.83,Cc1nn(Cc2ccccc2)c(C)c1C(=O)NCCN1C(=O)S/C(=C\c2ccccc2)C1=O
-0.9,0.09,CCOc1ccc(/C=N/NC(=O)C(=O)NCc2ccco2)cc1
-0.8,.,CCN(CC(=O)NCc1ccc(F)cc1)C(=O)COc1ccccc1[N+](=O)[O-]
-1.4,-1.3,O=C(O)CS(=O)(=O)CC(=O)O
-0.8,0.56,Cc1ccccc1-n1c(C)nnc1SCC(=O)NNC(=O)c1ccccc1
-0.4,-0.63,Clc1cccc(/C=N/N2CCN(Cc3ccccc3)CC2)c1
-0.4,0.4,Cc1ccc(NC(=O)CNC(=O)c2ccc(C)s2)nc1

Other results follow:
STK33 kinase inh,Kir21 block,structure
-0.9,-1.2,N#CCc1nn2c3c(cnc2c1C#N)C(=O)CCC3
-1.7,2.8,COc1ccccc1CNC(=O)COC(=O)c1ccccn1
-1.7,-1.7,O=C1/C(=C\c2ccc(Br)cc2)SC(=S)N1NS(=O)(=O)c1ccccc1
-0.7,-0.48,O=C(O)c1cccc(S(=O)(=O)N2CCN(Cc3ccc4c(c3)OCO4)CC2)c1
-1.4,-1.2,Cn1c2ccccc2c(=O)c2c(=O)n(-c3ccc(F)cc3)c(-c3cccs3)nc21
-1.7,2.7,COc1ccc(Cc2nc3ccc(C(=O)N4CCN(C)C(C)C4)cc3o2)cc1OC (stereo not given)
-0.2,-1.3,CCCCNC(=O)CN1C(=O)NC(Cc2ccccc2)(Cc2ccccc2)C1=O
-2.0,-0.06,CC(=O)c1ccc(S(=O)(=O)N(C)CCCC(=O)N(C)Cc2c(F)cccc2Cl)cc1

Next section
STK33 kinase inh,Kir21 block,structure
-1.3,0.39,CC1(C)CC2CC(C)(CN2C(=S)Nc2ccccc2F)C1 (stereo not given)
-0.1,0.16,S=C(NCCCN1CCOCC1)Nc1ccc(-c2nc3ccccc3[nH]2)cc1
0.6,0.04,COC(=O)c1c(NC(=O)C2COc3ccccc3O2)sc2c1CCN(Cc1ccccc1)C2 (stereo not given)
2.6,-0.62,Cc1nc(NC(=O)c2csc3ccccc23)sc1C
-0.9,-0.34,COC(=O)C1=C(C)Nc2[nH]c(=S)[nH]c(=O)c2C1c1ccc(O)cc1 (stereo not given)
-0.5,-1.9,O=C(NCCCn1ccnc1)c1cc(-c2ccncc2)nc2ccccc12
-0.7,-1.1,COc1ccccc1N(C(=O)c1ccncc1)c1nc(-c2ccc([N+](=O)[O-])cc2)cs1
0.3,-0.37,O=C(NCCOc1nc(N2CCOCC2)nc(N2CCOCC2)n1)Nc1ccccc1

(listing goes on)
STK33 kinase inh,Kir21 block,structure
-1.7,-0.3,C=CCn1c(C)cc(C(=O)COC(=O)/C=C/c2c(C)nn(C3CCS(=O)(=O)C3)c2Cl)c1C (stereo not given)
-1.2,0.82,Cc1cccc(OP(=O)(Nc2c(C)n(C)n(-c3ccccc3)c2=O)Oc2cccc(C)c2)c1
0.9,.,Cc1ccc(Oc2cc(N3CCOCC3)nc(-c3ccccc3)n2)cc1
1.1,-1.6,C#Cc1ccc([C@@H]2C=C(C(=O)NCc3ccccc3)O[C@H](OCCCCO)C2)cc1
-1.6,1.8,CN(C)CCNC(=S)Nc1ccc(F)c(F)c1F
-0.6,1.4,N#CC1=C(N)C(C#N)(C#N)C(c2cccnc2)C2CC(c3ccccc3)CC=C12 (stereo not given)
.,0.03,O=C(Nc1cccc(-n2cccn2)c1)C1CCCN(Cc2cc3ccccc3[nH]2)C1 (stereo not given)
0.7,0.04,Cc1cc2ccccn2c1C(=O)c1nc(NCc2ccccc2)ncc1Cl

The listing continues:
STK33 kinase inh,Kir21 block,structure
0.3,-0.1,COc1ccc(S(=O)(=O)Oc2ccc3c(c2)O/C(=C\c2cccnc2)C3=O)cc1
-0.2,-2,O=C(CSc1nnc(-c2cccnc2)o1)OC1CCCCC1
-0.2,0.01,CCc1nn(CC(=O)NCCCN2CCN(C)CC2)c(=O)c2cc3sc(C)cc3n12
0.6,-2.4,CC1CCCCC1NC(=O)c1cn(C)c2ccc(S(=O)(=O)N3CCOCC3)cc2c1=O (stereo not given)
12,0.87,Cc1coc2c1c(C)cc1oc(=O)c(CC(=O)NCCCN3CCCC3=O)c(C)c12
-0.3,1.3,NCCS
1.6,-0.04,COCCn1c(SCc2ccc(C(=O)OC)o2)nnc1-c1c[nH]c2ccccc12
-0.8,-3.3,CCC1CCCCN1Cc1nc2c(c(=O)n(C)c(=O)n2C)n1Cc1ccccc1 (stereo not given)

Rewritten with bars between the fields: part of the list above.
SMILES | STK33 kinase inh | Kir21 block
CC1(C)C(=O)Nc2ccccc2N1C(=O)COC(=O)C12CC3CC(CC(O)(C3)C1)C2 | -1.1 | -0.17
CCN(CC(=O)NCc1ccc(F)cc1)C(=O)COc1ccccc1[N+](=O)[O-] | -0.8 | .

(list continues)
STK33 kinase inh,Kir21 block,structure
0.8,-1.1,CCC(CC)C1C(C#N)=C(N)Oc2cc(C)oc(=O)c21 (stereo not given)
3.0,0.5,c1ccc(-c2cc(N3CCCCC3)c3ccccc3n2)cc1
1.3,-0.81,Cc1n[nH]c(=O)c2c(NC(=O)CSc3nc4ccccc4c(=O)n3CCCO)oc(C)c12
2.2,-1.9,CC(NC(=O)CN(C)Cc1cccc(Cl)c1)c1ccccc1 (stereo not given)
2.5,2,COc1cc(/C=C/C(=O)OCC(=O)Nc2ccc([N+](=O)[O-])cc2)ccc1O
-2.1,1.2,O=C(NCCCCl)C1CC(=O)N(CCc2ccc(F)cc2)C1 (stereo not given)
-1.4,2.2,CCOc1cc(-c2nc(-c3ccc(OC)cc3)no2)cc(OCC)c1OCC
-1.3,-1.5,CCn1ccnc1CN(C)C(=O)CC1C(=O)NCCN1Cc1c(F)cccc1Cl (stereo not given)

More entries follow.
STK33 kinase inh,Kir21 block,structure
-3.4,-0.26,O=C(COC(=O)Cc1ccccc1F)Nc1cc(S(=O)(=O)N2CCOCC2)ccc1N1CCCC1
-0.1,0.35,Cc1cccc(N2CC(=O)N(c3cccc(C)c3)CC2=O)c1
0.9,-0.06,O=C(COC(=O)CCCc1nc2ccccc2s1)NC(=O)NCc1ccco1
0.8,0.43,O=C(c1ccccc1)c1cccc(NC(=O)c2ccc(Br)o2)c1
-0.6,-0.01,Cc1ccc(NC(=O)/C(C#N)=C/c2ccc(Sc3nc(C)cc(C)n3)o2)cc1
-1.8,-0.63,NC(=O)CN1CCOCCOCCN(CC(N)=O)CCOCC1
3.3,0.61,O=C(N/N=C/c1ccncc1)c1cc2ccccc2cc1O
-0.1,0.43,Cc1ccc2c(c1)[nH]c1c(=O)n(CCN3CCCCC3)cnc12

The results go on.
STK33 kinase inh,Kir21 block,structure
0.1,-1.7,CC(=O)N1CCCc2ccc(NS(=O)(=O)c3ccc(C)c(C)c3)cc21
1.2,0.27,CC(=O)Nc1ccc(NC(=O)C(C)Sc2nnc(-c3cccs3)o2)cc1 (stereo not given)
0.5,1.5,COC(=O)c1ccc(NC(=O)CN(c2ccc(C)cc2)S(=O)(=O)c2c(C)nn(C)c2C)cc1
0.2,-3.3,CCOC(=O)Cc1csc(SCC(=O)Nc2cc(Cl)ccc2Oc2ccccc2)n1
-1.5,0.87,O=C(CC12CC3CC(CC(C3)C1)C2)NC(Cc1ccccc1)C(=O)O (stereo not given)
-1.4,1.2,Cc1c(NC(=O)c2n[nH]c(=O)c3ccccc23)c(=O)n(-c2ccccc2)n1C
1.2,0.12,O=C(Cc1ccc(Br)cc1)NC1CCSC1=O (stereo not given)
0.5,-0.01,O=C(NC1CCSC1=O)c1cccc(C(=O)NC2CCSC2=O)c1 (stereo not given)

Remaining list, next part
STK33 kinase inh,Kir21 block,structure
-0.7,0,CCN1C(=O)[C@H]2[C@@H](c3ccc(-c4ccc(F)cc4)cc3)N[C@@](Cc3ccccc3)(C(=O)OC)[C@H]2C1=O
-1.1,-0.26,Cc1ccc2c(c1)N(C(C)C(=O)NCCc1ccccc1)C(=O)CO2 (stereo not given)
.,-0.01,COc1ccc(NS(=O)(=O)c2ccc(Cl)c(C(=O)O)c2)cc1S(=O)(=O)N1CCCCC1
-0.5,0,CC(=O)N/C(=C/c1ccc2c(c1)OCO2)C(=O)Nc1ccccc1
-1.6,0.14,O=C1CC(NCc2ccncc2)C(=O)N1c1ccc(Cl)cc1 (stereo not given)
-1.4,-1.4,O=C(c1cc(-c2ccccc2O)on1)N1CCCCCC1
-1.6,-0.05,Cc1cccc(NC(=S)NCc2cccs2)c1C
-1.2,0.37,Cc1ccc(CNS(=O)(=O)c2ccc3c(c2)n(C)c(=O)n3C)cc1
0.6,-1.3,COc1ccc(-c2cccc(NS(=O)(=O)c3ccc([N+](=O)[O-])cc3)c2)nn1
